XIAP antagonists: XIAP antagonists, biochemical, IAP family, fluorescence polarization (AID 1018); XIAP BIR domain, fluorescence polarization peptide displacement; higher % means a stronger effect; displacement, % at 20 µM, or IC50 in µM where a hit was titrated; hit rate 0.007% among 200,000; in the data active = displacement above about 50%; note: a part of the inactive calls stands beside numbers as strong as those of hits
human PMI inhibitors: human PMI inhibitors, high substrate, primary screen, biochemical, fluorescence intensity, high mannose 6-phosphate (AID 1220). recombinant PMI enzyme, coupled fluorescence intensity; higher % means a stronger effect. one-dose inhibition, % at 20 µM; IC50 in µM for titrated hits. hit rate 0.66% among 190,000
SIAH1 antagonists: Siah-1 peptide-binding antagonists, primary screen, biochemical, fluorescence polarization, rhodamine-plectin, uHTS (AID 1817); displacement, % at 20 µM; hits with a dose series show IC50 in µM; hit rate 0.02% among 290,000; Siah-1 / rhodamine-plectin peptide fluorescence polarization; higher % means a stronger effect;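 active = displacement of at least 50% at 20 µM, with a fluorescence ratio check between 0.3 and a set limit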;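 note: plate controls were Siah plus tracer with DMSO for no effect and tracer alone without Siah for full effect; strong numbers were not always called active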
human PMI inhibition: inhibitors of human PMI, primary screen, biochemical, fluorescence intensity, coupled assay (AID 1209). hit rate 0.42% among 190,000. one-dose inhibition, % at 20 µM; IC50 in µM for titrated hits. purified PMI enzyme, coupled fluorescence intensity; higher % means a stronger effect;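 note: plate controls were DMSO vehicle for no effect and wells lacking substrate for full effect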
M17LAP inhibition: P. falciparum M17LAP inhibitors, primary screen, biochemical, fluorogenic H-Leu-NHMec substrate, 1536-well (AID 1619); hit rate 0.38% among 220,000; inhibition, % at 30 µM; hits with a dose series show IC50 in µM; recombinant M17LAP, H-Leu-NHMec fluorogenic kinetic assay; higher % means a stronger effect;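 active = compound inhibiting the enzyme by more than half at any dose during confirmatory dose-response retesting; inconclusive = strong single-dose inhibitors picked by rank but not retested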;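 note: plate controls were full reaction with DMSO carrier for no effect and no enzyme background for full effect; strong numbers were not always called active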
LYP phosphatase: inhibitors of LYP phosphatase, biochemical, fluorescence intensity, uHTS (AID 1779); recombinant LYP phosphatase, fluorescence intensity; higher % means a stronger effect; one-dose inhibition, % at 11.5 µM; IC50 in µM for titrated hits; hit rate 0.054% among 290,000;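 note: plate controls were vehicle with enzyme for no effect and no enzyme for full effect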
P. falciparum M1AAP: P. falciparum M1AAP inhibitors, biochemical, fluorogenic H-Leu-NHMec substrate, 1536-well (AID 1445); recombinant M1AAP, H-Leu-NHMec fluorogenic kinetic assay; higher % means a stronger effect; inhibition, % at 30 µM; hits with a dose series show IC50 in µM; hit rate 0.42% among 220,000;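 active = primary inhibition above the hit cutoff, then over 50% inhibition at one or more dose response concentrations, cut at about 23% in these data, passing the limit was not always enough; inconclusive = conflicting primary data, or primary hits not chosen for dose response; inactive = low primary inhibition, or under 50% at every dose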;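 note: plate controls were DMSO full reaction for no effect and no enzyme background for full effect; strong numbers were not always called active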
AID2073: inhibitors of Mint1-CaV2.2 protein interaction, biochemical, HTRF (AID 2073) | inhibition, % at 20 µM; hits with a dose series show IC50 in µM | HTRF protein-protein interaction, Mint1-CaV2.2; higher % means a stronger effect | hit rate 0.19% among 290,000; in the data active = inhibition mostly above about 51%, no sharp cut-off; inconclusive = no clear call, values can overlap the other calls; inactive = mostly below about 53%; note: some results filed as inactive read as strong as hits
Dynein transport: dynein cargo transport inhibition; 3617.4 mouse cells, GR-EGFP nuclear translocation imaging; test concentration mostly 20 µM; stimulated with dexamethasone, 1 µM; active compounds read low; z-score, hits read low; hit rate 0.47% among 220,000; AID 1381;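 active = plate z-score of nuclear minus cytoplasmic receptor signal below a set negative limit, without overly bright fluorescence or cell loss, cut at about -3.5 in these data, passing the limit was not always enough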;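 note: z-score of nuclear minus cytoplasmic ring GR-EGFP intensity difference per well; some compounds called inactive have numbers as strong as hits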
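Medium: Induction medium lacking tetracycline, stripped serum | Probe or stimulus: 1.0 µM final dexamethasone stimulus | Schedule: 48 h induction, then 1 h compound, then 30 min agonist, 37 °C | Signal: Automated 10x imaging of fixed Hoechst-stained cells | Evaluation: Per-cell GR-EGFP intensity, nucleus versus surrounding cytoplasmic ring, well-averaged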
Dynein transport cytoplasmic EGFP: further read-out of Dynein transport, marked with its call; z-score; measured here: cytoplasmic GR-EGFP intensity; active compounds read high
Dynein transport nuclear GR-EGFP: second read-out of Dynein transport, no call of its own (marks repeat the call); z-score; measured here: nuclear GR-EGFP intensity;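 lower value marks the stronger effect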
Dynein transport cell count: also measured in Dynein transport; calls as there; z-score; measured here: cell count per field
* hit, by the source's call; ? = inconclusive; · = not tested or not shown. Cut-off read from the data, not from the text of the source, unless noted: active = inhibition above about 50%; inactive = the rest.

SMILES	XIAP antagonists	human PMI inhibitors	SIAH1 antagonists	human PMI inhibition	M17LAP inhibition	LYP phosphatase	P. falciparum M1AAP	AID2073	Dynein transport	Dynein transport cytoplasmic EGFP	Dynein transport nuclear GR-EGFP	Dynein transport cell count
O=C(C1CCN(C2CCN(Cc3cccc4c3OCO4)CC2)CC1)N1CCOCC1	-0.5%	6%	-7%	10%	-4%	-1%	5%	4%	-0.53	-0.3	-0.37	0.86
COc1cc(-c2n[nH]c(=O)o2)cc(OC)c1OC	-1.2%	2%	-1%	0%	4%	-4%	-8%	10%	2	-0.16	0.83	0.24
CC(=O)OC1C(OC(C)=O)N(C(C)=O)C(=O)N1C(C)=O (stereo unspecified)	-1.0%	0%	0%	2%	-2%	-12%	3%	7%	0.072	-0.18	0.33	0.41
OC(COc1ccc2ccccc2c1)Cn1ccnc1 (stereo unspecified)	-2.3%	-8%	4%	0%	14%	-9%	3%	?	-0.4	-0.2	0.12	-0.83
CCCSc1nnc2c(n1)OC(c1cccn1C)N(C(C)=O)c1ccccc1-2 (stereo unspecified)	-2.4%	-6%	2%	-4%	-2%	-6%	8%	0%	-0.29	-0.19	0.019	0.011
CC(Sc1nc2c([nH]c3ccccc32)c(=O)n1C)c1ccccc1 (stereo unspecified)	-1.7%	0%	4%	-14%	14%	-2%	-1%	24%	-0.24	-0.21	-0.18	0.23
CCOc1cc(NS(=O)(=O)CC)c(OCC)cc1NC(=O)c1ccco1	-2.6%	26%	-6%	6%	5%	-8%	6%	6%	-0.4	0.4	0.27	-0.18
C/C(=N\Nc1cc(C)nc(-c2ccccc2O)n1)c1ccccc1O	·	·	-6%	·	5%	2%	2%	24%	-0.31	-0.21	-0.2	0.57
Cc1nc(N2CCC(C)CC2)c2c(C)c(C(=O)Nc3cc(F)ccc3C)sc2n1	-16%	0%	-9%	1%	7%	7%	10%	11%	-0.031	-0.15	0.2	-0.5
O=C(NC1(C(F)(F)F)C(=O)Nc2c1c(=O)[nH]c(=O)n2-c1ccc(F)cc1)c1cccnc1 (stereo unspecified)	-1.7%	-5%	-1%	7%	4%	-7%	-2%	-2%	-0.96	-0.2	-1.3	0.63
Cc1cc(C)n2c(=S)[nH]nc2n1	-3.8%	·	0%	43µM*	6%	-4%	13%	-30%	-0.27	-0.21	-0.023	0.46
O=C(CSc1nnc(-c2ccccc2Br)o1)N1CCN(C(=O)c2ccco2)CC1	-9.2%	1%	-3%	-4%	-10%	-7%	17%	14%	-0.35	-0.25	-0.42	0.83
Cc1nnsc1-c1c(C(=O)N2CCOCC2)c(C)nn1-c1ccc(Cl)cc1	·	·	-2%	·	7%	-5%	3%	-3%	0.26	-0.31	0.024	0.42
CCOc1ccccc1OCCn1ncc2ccc(OC)c(OC)c2c1=O	-1.1%	8%	-3%	11%	4%	-8%	-4%	2%	1.1	-0.26	0.69	-0.76
COc1ccc(C(=O)Nc2cc(C(F)(F)F)ccc2-n2cncn2)cc1	-14%	-4%	3%	-4%	9%	2%	6%	-7%	-0.97	-0.33	-0.25	0.67
Cn1nc([N+](=O)[O-])nc1Sc1cccc2cccnc12	-1.9%	24%	1%	-1%	·	2%	·	4%	0.33	-0.044	0.8	-0.84
Cc1ccc(C)c(OCCSc2nnc(C)c(=O)[nH]2)c1	-6.8%	-12%	4%	-13%	1%	-2%	2%	-4%	1.1	0.054	0.39	-0.81
Cc1nnc(NC(=O)c2ccc(C)c(S(=O)(=O)N3CCOCC3)c2)s1	-2.6%	4%	1%	2%	6%	4%	0%	3%	-0.45	0.26	0.049	0.85
O=C1CC(N(O)C2CC(=O)N(Cc3ccccc3)C2=O)C(=O)N1Cc1ccccc1 (stereo unspecified)	-4.7%	-40%	0%	-2%	-2%	-3%	7%	9%	-1.3	0.23	-0.45	-0.13
Cc1nc(SCn2nnc3ccccc3c2=O)c2c(C)c(C)sc2n1	-1.7%	-6%	3%	-5%	·	-13%	·	8%	·	·	·	·
CC(=O)Nc1ccc(S(=O)(=O)N(C)CC(=O)N/N=C/c2cccc(O)c2)cc1	-6.9%	-6%	-3%	-4%	-2%	-10%	1%	1%	-0.33	-0.26	0.24	0.26
Cc1ccccc1N(CC(=O)Nc1ccc(S(=O)(=O)N2CCOCC2)cc1)S(C)(=O)=O	-1.9%	-10%	0%	-1%	-6%	-13%	-11%	-1%	0.59	-0.23	0.65	-0.72
COc1cccc(/C=N/NC(=O)c2cnccn2)c1O	·	·	-4%	·	-7%	-6%	-5%	-2%	1.1	-0.26	0.53	-0.51
Cc1nc(Nc2ccccc2)sc1C(=O)c1ccccc1	·	·	2%	·	-5%	-1%	7%	20%	0.1	-0.27	-0.055	0.29
CCCn1c(CN2CCCCC2CC)nc2c1c(=O)n(C)c(=O)n2C (stereo unspecified)	-5.5%	4%	6%	9%	-7%	-3%	-1%	0%	0.59	-0.066	0.45	-0.79
O=C(O)CCn1c(=S)n(CCC(=O)O)c2ccccc21	·	·	-2%	·	3%	3%	6%	-1%	0.65	-0.78	0.013	-0.53
O=C(CCC(=O)N(c1ccc(F)cc1)C(C(=O)NC1CCCC1)c1ccncc1)Nc1cccnc1 (stereo unspecified)	-7.5%	-5%	-1%	-5%	-8%	-5%	-3%	18%	-0.52	-0.12	-0.43	0.98
CCOC(=O)c1sc2nc(CC(=O)OC)nc(N3CCN(c4ccc(OC)cc4)CC3)c2c1C	-0.3%	6%	-3%	8%	-2%	0%	5%	0%	-0.32	-0.18	0.17	-0.091
COc1ccc(C2=C(CC(=O)O)C(=O)CC2)cc1	-15%	-35%	0%	-34%	3%	-6%	4%	4%	0.95	-0.15	0.35	-0.69
CC(C)N1CCC(N2CCN(C3CCCCCC3)CC2CCO)CC1 (stereo unspecified)	-2.4%	4%	6%	6%	-3%	-3%	3%	8%	0.94	-0.17	0.26	-1.6
COCCN1Cc2cccc(C(=O)Nc3ccc(C)c(C)c3)c2C1=O	-2.2%	-6%	6%	0%	-4%	6%	4%	6%	0.024	-0.17	0.25	0.4
CCn1cc(/C=N/N=C2\CCC3C4CCc5cc(O)ccc5C4CC[C@]23C)c(C)n1 (stereo partly specified)	0.3%	9%	-1%	16%	-3%	-6%	-1%	23%	-0.33	1.6	0.36	0.85
COc1cc(/C=C2\SC(=S)N(NC(=O)c3cccnc3)C2=O)ccc1O	·	·	-2%	·	48%	3%	20%	19%	0.047	-0.24	0.11	-0.24
COc1ccc(C(CC(=O)O)NC(=O)c2ccccc2)cc1OC (stereo unspecified)	-0.2%	-1%	1%	4%	2%	-12%	3%	1%	0.25	-0.25	-0.044	0.33
CC(C)c1nc(CN(C)C(=O)N[C@H](C(=O)N[C@@H](Cc2ccccc2)C[C@H](O)[C@H](Cc2ccccc2)NC(=O)OCc2cncs2)C(C)C)cs1	-1.5%	10%	-1%	17%	1%	-6%	2%	3%	·	·	·	·
Cc1cc(C(=O)CSc2nc3ccccc3[nH]2)c(C)n1Cc1ccco1	-9.2%	17%	23%	21%	-4%	-4%	3%	45%	-0.1	-0.29	-0.31	0.079
Cc1nc(-c2ccc(C(=O)N3CCCC3)cc2)cs1	-3.3%	0%	3%	1%	2%	-6%	15%	9%	0.61	-0.24	0.35	0.2
CCC(CC)C(=O)Nc1ccc(Nc2ccccc2)cc1	-4.0%	-1%	-1%	-2%	1%	2%	8%	-12%	1.1	-0.22	0.54	-0.74
CCCCCC(=O)Nc1cccc(C2=NOC3(C2)C[C@H](C(N)=O)N(C(=O)CCCCC)C3)c1 (stereo partly specified)	·	·	4%	·	4%	-4%	5%	15%	-0.49	-0.85	-0.21	0.47
CCc1nn(-c2ccccc2)c2c1-c1cc(OC)c(OC)cc1C1(N2)C(=O)Nc2ccccc21 (stereo unspecified)	2.2%	5%	-1%	12%	5%	5%	10%	9%	0.55	0.2	0.46	0.064
CCOC(=O)C(NS(=O)(=O)c1ccc(C)cc1)(C(F)(F)F)P(=O)(OCC(C)C)OCC(C)C (stereo unspecified)	-2.1%	-28%	0%	-55%	49%	2%	4%	-24%	-0.57	-0.2	-0.3	0.5
COc1ccc(C2c3ccc(O)cc3Oc3ncn4nc(-c5ccco5)nc4c32)cc1OC (stereo unspecified)	·	·	-8%	·	0%	-7%	1%	7%	0.61	0.014	0.12	0.2
Cc1ccc(O/C=C2\OC(=O)c3ccccc32)cc1	6.6%	-7%	5%	8%	2%	-3%	-6%	7%	1.3	-0.12	0.52	-0.55
COc1ccc(-c2ccc(Nc3ccc(S(=O)(=O)N4CCCC4)cc3)nn2)cc1OC	-8.6%	7%	3%	10%	4%	-2%	0%	-1%	-0.084	-0.24	0.46	0.3
CCc1ccc(NC(=O)CCS(=O)(=O)c2cccc3nsnc23)cc1	-10%	-7%	-1%	-2%	5%	1%	4%	-5%	-0.71	-0.074	-0.33	-0.024
Cc1ccc(NS(=O)(=O)c2ccc(N/N=C/c3ccccc3OCC(=O)O)c([N+](=O)[O-])c2)c(C)c1	·	·	3%	·	11%	19%	?	34%	0.38	-0.81	-0.13	0.084
COc1cccc(C(=O)N2CCCC(CCC(=O)NCc3ccc(F)c(F)c3)C2)c1 (stereo unspecified)	-6.9%	-8%	4%	0%	-5%	-8%	1%	-10%	-0.77	-0.24	-0.56	0.08
Cc1cc(N2CCCCC2C)nc(-c2ccccc2O)n1 (stereo unspecified)	·	·	1%	·	-6%	-7%	5%	1%	0.45	-0.28	0.75	-0.27

3 entries drawn at random from those above, as already listed:
SMILES	XIAP antagonists	human PMI inhibitors	SIAH1 antagonists	human PMI inhibition	M17LAP inhibition	LYP phosphatase	P. falciparum M1AAP	AID2073	Dynein transport	Dynein transport cytoplasmic EGFP	Dynein transport nuclear GR-EGFP	Dynein transport cell count
COc1ccc(C(CC(=O)O)NC(=O)c2ccccc2)cc1OC (stereo unspecified)	-0.2%	-1%	1%	4%	2%	-12%	3%	1%	0.25	-0.25	-0.044	0.33
Cc1cc(C(=O)CSc2nc3ccccc3[nH]2)c(C)n1Cc1ccco1	-9.2%	17%	23%	21%	-4%	-4%	3%	45%	-0.1	-0.29	-0.31	0.079
COc1cccc(C(=O)N2CCCC(CCC(=O)NCc3ccc(F)c(F)c3)C2)c1 (stereo unspecified)	-6.9%	-8%	4%	0%	-5%	-8%	1%	-10%	-0.77	-0.24	-0.56	0.08

Screening results (PubChem)
